# SUMO1 PPI mod: alters human SUMO1 binding to SIM partners; AID 602429; 360,000 tested, 0.33% active; SUMO1 binding to a labelled peptide, TR-FRET, 1 h; P63165; inhibition, % at 20 µM; in the data active = inhibition above about 37%
# Tb MetRS inh: Trypanosoma brucei MetRS inhibition; purified T. brucei MetRS, ATP depletion, Kinase-Glo luminescence; inhibition, % at 11.9 µM; 360,000 tested, 0.4% active; AID 624268;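 active = inhibition above a per-plate cutoff of the control wells' mean inhibition plus 3 SD, cut at about 5.5% in these data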;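 also: 0% = DMSO wells median and 100% = median of wells with control inhibitor compound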
#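 Material: parasite MetRS enzyme / Replication: singlicate, one well per compound / Signal: luminescence of leftover ATP / Schedule: 2 h aminoacylation at 25 °C after 15 min preincubation / Medium: HEPES-MgCl2-KCl buffer plus DTT, spermine, BSA, pyrophosphatase / Doses: 11.9 µM single point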
# DNMT1 block: blocks human DNA methyltransferase DNMT1 | inhibition (reported as % activation of signal), % at 10 µM | AID 588458 | P26358 | DNMT1 molecular beacon, Hinp1I cleavage, fluorescence | 360,000 tested, 0.83% active; in the data active = inhibition above about 50%
# Target sequence (P26358 504-1616 limits assumed): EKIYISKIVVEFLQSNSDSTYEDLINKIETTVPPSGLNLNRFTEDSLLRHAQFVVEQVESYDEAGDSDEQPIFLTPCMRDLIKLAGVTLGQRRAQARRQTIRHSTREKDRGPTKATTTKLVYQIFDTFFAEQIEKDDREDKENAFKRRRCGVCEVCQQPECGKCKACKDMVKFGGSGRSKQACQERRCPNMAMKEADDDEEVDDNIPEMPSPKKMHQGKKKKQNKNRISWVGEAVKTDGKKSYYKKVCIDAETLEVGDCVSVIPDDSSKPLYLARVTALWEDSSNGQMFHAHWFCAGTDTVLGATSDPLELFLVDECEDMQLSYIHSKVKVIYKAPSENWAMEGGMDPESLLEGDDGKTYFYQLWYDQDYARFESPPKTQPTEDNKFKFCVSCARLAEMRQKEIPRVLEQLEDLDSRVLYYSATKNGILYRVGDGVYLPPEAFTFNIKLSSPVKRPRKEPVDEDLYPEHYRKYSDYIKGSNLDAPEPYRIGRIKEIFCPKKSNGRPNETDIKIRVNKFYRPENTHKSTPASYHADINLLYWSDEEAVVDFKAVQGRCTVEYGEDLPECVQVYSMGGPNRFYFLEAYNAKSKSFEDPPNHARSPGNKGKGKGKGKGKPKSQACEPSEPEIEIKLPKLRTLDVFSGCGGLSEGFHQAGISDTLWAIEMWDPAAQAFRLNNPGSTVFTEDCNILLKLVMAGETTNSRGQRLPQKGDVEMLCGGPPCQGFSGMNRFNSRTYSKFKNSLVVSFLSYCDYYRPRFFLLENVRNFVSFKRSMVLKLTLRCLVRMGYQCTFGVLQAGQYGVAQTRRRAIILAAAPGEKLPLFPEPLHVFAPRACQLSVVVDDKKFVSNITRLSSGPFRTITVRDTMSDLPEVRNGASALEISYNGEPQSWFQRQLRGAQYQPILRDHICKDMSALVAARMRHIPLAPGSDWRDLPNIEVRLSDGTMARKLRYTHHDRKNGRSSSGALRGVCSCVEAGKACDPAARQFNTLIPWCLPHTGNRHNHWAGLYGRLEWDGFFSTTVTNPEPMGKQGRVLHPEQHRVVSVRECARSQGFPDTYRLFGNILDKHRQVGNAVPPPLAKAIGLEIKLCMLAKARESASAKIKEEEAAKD
# MsrA act: bovine methionine sulfoxide reductase A activation; purified bovine MsrA, absorbance read-out; 360,000 tested, 0.3% active; activation, % at 10.6 µM; in the data active = activation above about 7.5%;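 also: 0% = vehicle and 100% = reference activator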
# LMPTP block: blocks human LMPTP phosphatase; P24666; recombinant LMPTP-A, OMFP fluorogenic substrate, fluorescence intensity; inhibition, % at 20 µM; 360,000 tested, 0.22% active;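 active = compounds that cut the enzyme signal by at least half of the control window in the single-dose screen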;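 also: plate controls were DMSO wells with enzyme plus substrate for no effect and substrate without enzyme for full effect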
#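 Test system: LMPTP-A, protein tyrosine phosphatase of low molecular weight; Input: 0.625 nM enzyme; Incubation: 50 min dark incubation at room temperature; Signal: endpoint fluorescence intensity from OMFP dephosphorylation; Read-out basis: % inhibition versus control wells.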
# eLon inh: inhibitors of E. coli Lon protease; 360,000 tested, 0.42% active; purified E. coli Lon protease, fluorescence polarization; AID 602123; inhibition, % at 7.94 µM; in the data active = inhibition above about 13%, passing the limit was not always enough;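 also: 0% = enzyme with probe and DMSO and 100% = no enzyme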
# STEP inh: STEP (human) phosphatase inhibition. 360,000 tested, 0.25% active. AID 588621. recombinant STEP, OMFP fluorogenic substrate, fluorescence. P54829. inhibition, % at 20 µM;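 active = inhibition at 20 µM, scaled per plate between control wells, above about 37%, limit read from the data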;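 also: 0% = DMSO with enzyme and substrate and 100% = substrate only without enzyme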
#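 medium = Bis-Tris buffer pH 6.0, 2.5 mM DTT, 0.005% Tween 20 | test system = STEP (striatal-enriched tyrosine phosphatase) enzyme, cell-free | measure = normalized % inhibition | compound dosing = 20 µM, 1% DMSO | also added = 25 µM OMFP | schedule = reaction 20 min, ambient temperature | measured by = fluorescence read at 480 nm ex / 540 nm em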
# MsrA inhibitor: inhibitors of bovine MsrA; purified bovine MsrA, absorbance read-out; 360,000 tested, 0.75% active; inhibition, % at 15.5 µM; in the data active = inhibition above about 4.5%;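 also: 0% = vehicle wells with enzyme and 100% = reference inhibitor wells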
# NRP1-CendR mod: NRP-1/CendR interaction modulation; O14786; FAM-RPARPAR peptide binding to NRP-1, fluorescence polarization; inhibition, % at 25 µM; 360,000 tested, 0.85% active; AID 602438;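 active = inhibition or corrected inhibition above about 18%, plus a signal ratio from 0.5 to 1.5, limit read from the data, passing the limit was not always enough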; also: strong numbers were not always called active
# Scp1 inh: inhibitors of human Scp-1 phosphatase; Recombinant Scp1, phosphopeptide, malachite green phosphate absorbance; inhibition, % at 20 µM; 340,000 tested, 0.88% active; AID 493091;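 active = inhibition above about 50% at 20 µM, limit read from the data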;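 also: plate controls were DMSO wells with enzyme for no effect and wells lacking enzyme for full effect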
#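 assay system = SCP-1 phosphatase catalytic domain, residues 76-261 | buffer or medium = 50 mM Tris acetate pH 5.5, 0.005% Tween-20, 10 mM MgCl2 | incubation = enzyme reaction 45 min at room temperature, colour 5 min, stabilisation 30 min | signal = Phosphate-binding colour reagent, absorbance read at 630 nm | measure = % inhibition at 20 µM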
# The depositor's hits bear a star; · = not tested or not shown.
SMILES,SUMO1 PPI mod,Tb MetRS inh,DNMT1 block,MsrA act,LMPTP block,eLon inh,STEP inh,MsrA inhibitor,NRP1-CendR mod,Scp1 inh
O=C1Nc2ccc(S(=O)(=O)NCc3ccco3)c3cccc1c23,11,-0.5,63*,0,2.8,-5,-7,0.0,-2,56*
Cc1ccc2nc(CSc3nc(C)cc(C)c3C#N)[nH]c2c1,0,-0.2,-6,-3,0.7,2,0,-1.7,0,-8
O=C(N1CCOCC1)C12CC3CC(C1)CC(c1ccccc1)(C3)C2,-5,-0.5,2,-5,-0.2,0,1,3.0,6,-13
COc1ccc(C(=O)/C=C/Nc2ccc(S(=O)(=O)Nc3nc(C)cc(C)n3)cc2)c(OC)c1,-11,-0.7,-2,-4,0.7,2,-1,1.2,-11,-2
Cn1cc(Br)c(C(=O)Nc2sc3c(c2C#N)CCC3)n1,-3,-0.1,-1,-5,1.9,-18,1,1.6,-9,-4
Cc1nnc(SCC(=O)N2CC(=O)Nc3ccccc32)s1,-1,0.3,0,-1,-0.5,0,-1,-1.1,2,-4
Cc1c2c(c(C)n1C)C(C(=O)NC1CCCCC1)N(Cc1ccccc1)C2=O (stereo not drawn),-3,-0.4,-2,-1,-2.1,-13,0,0.6,-6,-5
O=C(O)C1=C[C@@H](c2ccc3c(c2)OCO3)C[C@@H](OCCCCO)O1,-7,-0.1,8,-2,2.4,-7,-1,-0.6,9,-2
Cc1ccc(NC(=O)CCN2CC(C)OC(C)C2)cc1C (stereo not drawn),3,-0.4,4,-1,-2.2,4,-1,-1.8,8,-8
CC(NC(=O)CNC(=O)c1ccc2c(c1)OCO2)c1ccc(S(N)(=O)=O)cc1 (stereo not drawn),2,-0.1,1,-1,-0.4,-4,2,-0.3,11,-1
CN(CC(=O)NCc1ccccc1Cl)CC(=O)Nc1ccccc1Br,0,-0.5,2,-7,0.6,-4,0,-0.7,5,-5
COc1ccc(-n2cc(CNC3CCOCC3)c(-c3cccc(F)c3)n2)cc1,3,-1.7,3,-13,-2.1,-4,-1,0.1,16,4
CN(c1ccccc1)S(=O)(=O)c1cc(C(=O)OCC(=O)c2c(N)n(C)c(=O)n(C)c2=O)ccc1Cl,3,0.3,-8,-4,1.5,0,-1,1.1,-8,-9
C=CCN1C(=O)N(c2ccccc2)C(=O)C1CC(=O)Nc1ccc(OC)cc1 (stereo not drawn),1,-0.5,-2,-8,-0.4,0,-4,-0.2,-10,4
COc1ccc(C(C)(NC(C)=O)c2nc(-c3cccnc3)cs2)cc1 (stereo not drawn),0,-0.4,5,1,-0.9,12,0,-1.1,-1,·
Cc1ccccc1NC(=O)CN1C(=O)S/C(=C\c2ccc(-c3cc(C(=O)O)ccc3C)o2)C1=O,11,-1.5,30,-7,48,-1,6,0.1,-134,98*
CC(C)CCN(C)C1CCN(S(=O)(=O)c2ccc(F)cc2)CC1,-1,-0.4,0,-2,-0.2,0,-1,0.2,-1,-10
NC(N)=NS(=O)(=O)c1ccc(NC(=S)Nc2ccc(F)cc2)cc1,13,-0.3,1,-2,0.4,2,2,-0.6,-1,2
CN(C)Cc1ccccc1Sc1ccccc1Br,0,-0.5,5,-6,-2.0,-6,-5,1.5,-9,-3
Cc1ccc(C)c(CN2C(=O)CSc3ccc(C(=O)NCC(C)CN4CCC(C)CC4)cc32)c1 (stereo not drawn),0,0.1,1,-2,1.7,6,2,0.2,-5,2

# An excerpt of these results, field by field:
Cc1ccc2nc(CSc3nc(C)cc(C)c3C#N)[nH]c2c1
  SUMO1 PPI mod: 0
  Tb MetRS inh: -0.2
  DNMT1 block: -6
  MsrA act: -3
  LMPTP block: 0.7
  eLon inh: 2
  STEP inh: 0
  MsrA inhibitor: -1.7
  NRP1-CendR mod: 0
  Scp1 inh: -8

O=C(N1CCOCC1)C12CC3CC(C1)CC(c1ccccc1)(C3)C2
  SUMO1 PPI mod: -5
  Tb MetRS inh: -0.5
  DNMT1 block: 2
  MsrA act: -5
  LMPTP block: -0.2
  eLon inh: 0
  STEP inh: 1
  MsrA inhibitor: 3.0
  NRP1-CendR mod: 6
  Scp1 inh: -13

COc1ccc(C(=O)/C=C/Nc2ccc(S(=O)(=O)Nc3nc(C)cc(C)n3)cc2)c(OC)c1
  SUMO1 PPI mod: -11
  Tb MetRS inh: -0.7
  DNMT1 block: -2
  MsrA act: -4
  LMPTP block: 0.7
  eLon inh: 2
  STEP inh: -1
  MsrA inhibitor: 1.2
  NRP1-CendR mod: -11
  Scp1 inh: -2

Cn1cc(Br)c(C(=O)Nc2sc3c(c2C#N)CCC3)n1
  SUMO1 PPI mod: -3
  Tb MetRS inh: -0.1
  DNMT1 block: -1
  MsrA act: -5
  LMPTP block: 1.9
  eLon inh: -18
  STEP inh: 1
  MsrA inhibitor: 1.6
  NRP1-CendR mod: -9
  Scp1 inh: -4

# (cont.)
SMILES,SUMO1 PPI mod,Tb MetRS inh,DNMT1 block,MsrA act,LMPTP block,eLon inh,STEP inh,MsrA inhibitor,NRP1-CendR mod,Scp1 inh
Cn1nnnc1SCC(=O)Nc1cccc(S(=O)(=O)N2CCCC2)c1,0,-0.1,0,1,-0.8,3,0,-1.0,0,-6
COc1cccc(CNC(=O)C2CCCN(c3cnccn3)C2)c1 (stereo not drawn),27,0.8,0,-1,-0.4,3,0,0.2,9,1
Cn1c(C(=O)NCc2ccc3c(c2)OCO3)cc2sccc21,2,-1.1,-13,-13,1.6,-6,3,-0.4,6,-3
CCOC(=O)C1=C(C)N2C(=C(C#N)[C@@H]1c1ccc(C(=O)OC)cc1)SC[C@@]2(O)C(C)(C)C,-5,-0.9,1,3,4.2,4,2,0.7,10,-9
COc1cc2c(cc1OC)C(C)N(C(=O)c1nccnc1C(=O)O)CC2 (stereo not drawn),1,0.4,3,-4,-1.7,2,-2,-0.4,8,-1
Cn1c(NCc2ccc(Cl)cc2)nc2ccccc21,2,1.6,4,-2,1.2,8,1,0.8,-2,-5
COC(=O)C1C2C=CC3(CN(C4CCCC4)C(=O)C13)O2 (stereo not drawn),-6,-1.4,1,-12,2.4,-7,-1,-0.7,-3,-4
COc1ccc(/C=C/c2c([N+](=O)[O-])c(=O)n(C)c(=O)n2C)c(OC)c1OC,-4,-0.4,0,-3,0.8,-2,-2,1.7,5,-9
Cc1noc(/C=C/N(C)C)c1S(=O)(=O)N(C)Cc1ccc(F)cc1,6,0.1,-3,-3,0.5,-40,2,0.4,-2,0
COC(=O)c1scc(S(C)(=O)=O)c1-n1cccc1,14,-0.6,0,-2,5.2,4,0,1.1,8,-4

# Records listed so far marked active in Scp1 inh:
structure	SUMO1 PPI mod	Tb MetRS inh	DNMT1 block	MsrA act	LMPTP block	eLon inh	MsrA inhibitor	NRP1-CendR mod	Scp1 inh
O=C1Nc2ccc(S(=O)(=O)NCc3ccco3)c3cccc1c23	11	-0.5	63*	0	2.8	-5	0.0	-2	56*
Cc1ccccc1NC(=O)CN1C(=O)S/C(=C\c2ccc(-c3cc(C(=O)O)ccc3C)o2)C1=O	11	-1.5	30	-7	48	-1	0.1	-134	98*

# The list continues:
SMILES,SUMO1 PPI mod,Tb MetRS inh,DNMT1 block,MsrA act,LMPTP block,eLon inh,STEP inh,MsrA inhibitor,NRP1-CendR mod,Scp1 inh
CC1(C)CC(NS(=O)(=O)c2ccccc2)CC(C)(C)N1,-1,-0.8,0,-2,-1.3,-5,-5,-0.8,-5,-2
CN(C)S(=O)(=O)c1cccc(NC(=O)COC(=O)CNC(=O)c2ccccc2F)c1,-3,-0.3,3,-2,0.4,-1,-1,-1.4,-11,-7
CC12CC3CC(C)(C1)CC(C(=O)NC1=NCCS1)(C3)C2,-3,-0.3,-3,-4,-0.8,-6,-9,-1.1,-7,3
CCOC(=O)c1c(NC(=O)CSc2nc3ccccc3[nH]2)sc2c1CC(C)(C)NC2(C)C,7,-0.5,-3,-1,-0.2,-2,-3,0.8,0,-4
COc1cc(C2CC(=O)Oc3cc(C)cc(C)c32)cc(OC)c1OC (stereo not drawn),0,-0.2,1,-12,0.2,-4,0,-1.0,8,0
CC1=Nc2ccccc2/C1=C/c1c(N)n2c(S(=O)(=O)CC(C)C)nsc2nc1=O,10,0.1,-4,-5,-2.3,-4,-16,0.8,-26,-1
CC1=CC(C)C(C(=O)O)C(C(=O)O)C1 (stereo not drawn),-2,-0.1,0,0,-1.1,1,1,-0.3,-1,-4
CCCn1c(N)c(N(CCOC)C(=O)c2ccc(-c3ccccc3)cc2)c(=O)[nH]c1=O,-2,-0.5,-1,-6,0.2,-11,-1,0.0,2,-5
Cc1noc(C)c1S(=O)(=O)N(CC(=O)NCc1ccc(F)cc1)c1ccc(C(C)C)cc1,-5,-0.2,5,-1,1.8,-13,2,0.5,-4,-3
COc1ccc(C(=O)Nc2ccc(S(=O)(=O)N3CCN(C)CC3)cc2)cc1[N+](=O)[O-],-13,-0.1,0,0,1.9,0,2,0.1,4,-8
COc1ccccc1CNC(=O)C1CCCN(S(=O)(=O)c2cnc[nH]2)C1 (stereo not drawn),8,-0.6,0,-4,-1.6,0,-3,1.9,-2,-6
Cc1nn(-c2ccccc2)c(C)c1N,0,-0.3,-3,-2,1.1,0,5,0.2,4,-3
C#CCOCCOCCOCCNc1nc(N2CCN(C(=O)[C@H]([C@@H](C)CC)n3cc(CCCN=C(N)N)nn3)CC2)nc(N2CCN(C(=O)[C@H]([C@@H](C)CC)n3cc(CCC(=O)O)nn3)CC2)n1,1,-0.2,0,7.9*,-1.9,-12,-2,0.2,12,-1
CCOC(=O)C1CC(c2ccccc2)=NNC1=O (stereo not drawn),-2,-0.6,1,-2,0.0,-2,-1,-0.7,3,-7
O=C(Cc1ccccc1)NCc1ccncc1,1,0.1,1,-2,-1.1,0,0,0.7,0,-7
Cc1cccc(NC(=O)NCc2ccc3c(c2)cc(C)n3C)c1,-45,-0.3,57*,-2,4.6,30*,-2,0.0,14,-6
COc1ccccc1CCCNC(=O)C1CCC(=O)N(CCN2CCOCC2)C1 (stereo not drawn),1,-0.3,3,-2,0.4,1,0,0.2,11,-5
CC(=O)C(Cc1cccc(F)c1)(Cc1cccc(F)c1)C(C)=O,-5,-0.8,-6,0,2.1,3,0,0.6,6,-7
COc1cccc(OCCNC(=O)c2ccccc2Sc2ccccc2C#N)c1,-5,-0.4,-7,-1,0.3,-12,2,-1.0,-7,-14

# Screening data as filed in PubChem.
